Source: PubChem
DT40 TDP1 no CPT – qHTS for Inhibitors of human tyrosyl-DNA phosphodiesterase 1 (TDP1): qHTS in cells in absence of CPT | DT40 Tdp1-/- hTDP1 cells, no CPT, ATP luminescence, 48 h | Potency, µM (series often up to 46.2 µM), without a hit: top-dose activity change, negative = growth inhibition, usual class: inhibitors | hit rate 15% among 420,000 | AID 686978, 2013; also: nearly all actives have a fitted effect of over 55% in size
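No-CPT arm: Tdp1-/-;hTDP1 DT40 cells (400/well) plus compounds, incubated ≥48 hr at 37 °C. Readout CellTiter-Glo luminescence.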
TDP1 cell CPT – DT40-hTDP1 cell growth loss with CPT; chicken DT40 Tdp1-/-;hTDP1 cells + 20 nM CPT, ATP luminescence, 48 h; Potency, µM (highest dose often 46.2 µM), for inactives: at the top dose activity change, negative = growth inhibition, usual class: inhibitors; hit rate 12% among 420,000; AID 686979; also: nearly all actives have a fitted effect of over 55% in size
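Chicken DT40 Tdp1-/- cells stably complemented with human TDP1 were seeded at 400 cells/well in medium containing 20 nM camptothecin, exposed to pin-transferred compounds, and grown at 37 °C for at least 48 hr. Viability was read as ATP luminescence.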
GCN5L2 inh – inhibitors of human GCN5L2 histone acetyltransferase. GCN5L2 HAT assay, ThioGlo1 CoA-SH fluorescence. Potency, µM (titrated, usually from 58.9 µM), for inactives: top-dose activity change, negative = inhibition, most hits filed as inhibitors. hit rate 0.21% among 390,000
Target sequence (Q92830 whole entry, looked up): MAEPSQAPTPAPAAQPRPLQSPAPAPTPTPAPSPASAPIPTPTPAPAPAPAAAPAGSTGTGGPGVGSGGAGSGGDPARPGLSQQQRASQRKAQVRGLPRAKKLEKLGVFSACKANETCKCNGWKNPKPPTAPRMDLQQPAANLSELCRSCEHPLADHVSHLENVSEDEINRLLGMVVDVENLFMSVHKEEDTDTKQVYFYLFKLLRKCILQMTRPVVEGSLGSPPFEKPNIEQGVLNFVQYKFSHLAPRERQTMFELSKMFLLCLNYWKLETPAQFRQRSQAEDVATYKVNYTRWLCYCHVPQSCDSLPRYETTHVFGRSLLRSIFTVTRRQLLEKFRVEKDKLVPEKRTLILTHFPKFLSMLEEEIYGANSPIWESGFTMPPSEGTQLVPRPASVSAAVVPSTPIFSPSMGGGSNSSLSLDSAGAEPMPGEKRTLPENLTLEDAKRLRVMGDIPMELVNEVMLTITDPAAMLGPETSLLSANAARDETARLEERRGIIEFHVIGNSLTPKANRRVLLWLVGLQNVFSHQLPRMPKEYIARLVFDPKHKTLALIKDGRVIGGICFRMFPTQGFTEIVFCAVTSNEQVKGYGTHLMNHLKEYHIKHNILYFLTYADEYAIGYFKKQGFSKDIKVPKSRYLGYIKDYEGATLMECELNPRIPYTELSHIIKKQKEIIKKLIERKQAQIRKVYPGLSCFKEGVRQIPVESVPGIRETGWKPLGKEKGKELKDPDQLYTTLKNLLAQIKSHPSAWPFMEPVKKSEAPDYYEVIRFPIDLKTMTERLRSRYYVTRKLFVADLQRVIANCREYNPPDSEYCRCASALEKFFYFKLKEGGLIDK
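GCN5L2 (20 nM) in 50mM HEPES pH 7.5, 0.1mM EDTA, 0.01% Tween-20 preincubated 15 min with compounds at room temperature. Reaction started with H3(1-25) 75uM, acetyl-CoA 70uM, ThioGlo1 50uM; CoA-thiol fluorescence (Ex340/Em540) read at 0 and 20 min.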
* = called active by the depositor; ? = inconclusive; . = not tested or not shown; & = joins results of further samples. Calls follow the shape of the dose curve; as a rule, active = well fitted curve in the direction sought with a large enough effect; inconclusive = small, poorly fitted or top-dose-only effect, or another doubt; inactive = no such curve, though single readings can be large; an effect the other way counts as inactive or inconclusive. % is scaled to controls: 0 for no effect and ±100 for the full control effect; potency is read from the fitted curve at half-maximal effect. This is a subset. The share of hits here may be higher or lower than overall.

Structure | DT40 TDP1 no CPT | TDP1 cell CPT | GCN5L2 inh
COc1ccc(OC2OC3COC(c4ccco4)OC3C(O)C2NC(C)=O)cc1 (centres undefined) | -1% | -3% | -4%
Cc1cc(C)c(NC(=O)CS(=O)CC(=O)N2CCN(c3ccccc3)CC2)c(C)c1 (centres undefined) | -10% | -22% | 0%
Cc1cc(=O)n2c3ccccc3n(CC(O)CN3CCCC3)c2c1C#N (centres undefined) | ? | ? | -3%
CC(=O)Nc1ccc(NC(=O)N(c2ccccc2)c2ccccc2)cc1 | 0% | 17% | -4%
CCCN(CCC)Cc1c(C(=O)N/N=C/c2ccc(Br)cc2)nnn1-c1nonc1N | -25% | 9% | -14%
CNc1nc(Oc2ccc(=O)n(C)n2)nc(N2CCOCC2)n1 | 4%&5% | -2%&8% | 5%&30%
CCc1ccccc1NC(=O)COC(=O)C1CC(=O)N(c2ccc(F)cc2)C1 (centres undefined) | -8% | -16% | -24%
O=C(NCc1ccco1)c1cc(C(=O)C2CCCCC2)c[nH]1 | ? | -15% | -5%
CCOc1ccc(C(=O)Nc2ccc(-c3nc4cc(CC)ccc4o3)cc2)cc1 | ? | 3.7µM* | 2%
CN(CC(=O)Nc1ccc(F)c(F)c1F)C(=O)CC1CCCCC1 | ? | -26% | 1%
O=C(Nc1ccccc1)N1CCCN(c2nccc(C(F)(F)F)n2)CC1 | ? | 29µM* | -6%
Nc1ccc(C=O)cc1 | -10% | -20% | .
COc1cccc(Cn2c(=O)cnc3cnc(N(C)C)nc32)c1 | -29% | ? | -20%
N#CCCN1CCN(Cc2ccccc2)CCC1=O | -16%&-12% | -8%&-3% | 3%
COCCNC(=O)COc1ccccc1Cl | 3% | 4% | 0%
COc1cccc(N2CCN(c3ccc4nnc(CCC(=O)N5CCN(C)CC5)n4n3)CC2)c1 | ? | -13% | -17%
O=C(Nc1ccc(F)cc1)c1c(Cl)nc2ccccn12 | ? | 4% | -11%
Cc1ccc(CNC(=O)c2cccc3c2C(=O)c2ccc(N4CCCCC4)cc2S3(=O)=O)cc1 | ? | 29µM* | -4%
COc1cc(Br)c(CNc2cc(C)ccc2C)cc1OC | 16µM* | ? | -6%
Cc1ccc(NC(=O)Cn2c(=O)n(CC(=O)NCCc3ccccc3)c(=O)c3ccccc32)cc1C | 3.3µM* | ? | -11%
CC(C)CC(c1nnnn1Cc1ccccc1)N1CCC(C(N)=O)CC1 (centres undefined) | -22% | -3% | -5%
COc1cc(-c2cc(OC)c(O)c(OC)c2)cc(OC)c1O | 9.2µM* | 16µM* | .
Cc1nc2cnc(Nc3ccccc3)nc2n(C[C@H]2CCCO2)c1=O | -7% | 6% | -14%
COc1ccc(/C=C2\SC(=S)N(CCC(=O)Nc3ccc(O)cc3)C2=O)cc1 | -4% | -1% | -4%
COc1ccc(Nc2nc(N)c3ccccc3n2)c(OC)c1 | -34% | 12% | -3%
COc1ccc(C)cc1-n1nnnc1SCc1cn2ccsc2n1 | ? | ? | -2%
O=C(Cc1ccccc1)NN1C(=O)c2ccccc2C1=O | -11% | 3% | 0%
Cc1nc2ccccn2c1C(=O)NC1CCCC1 | -2% | -13% | 0%
CCC1CCc2sc(C(=O)N(C)CC(=O)Nc3ccc(N4CCOCC4)cc3)cc2C1 (centres undefined) | ? | -29% | -6%
O=C(c1ccc2nccnc2c1)N1CCCC(Nc2ccc(F)c(F)c2)C1 (centres undefined) | 20% | 5% | -10%
C=CCNc1nc(NCc2ccc(NC(C)=O)cc2)c2sc(-c3ccccc3)cc2n1 | 9.2µM* | 8.2µM* | .
Cc1ccc(NC(=O)CSc2ccccn2)cc1S(=O)(=O)N1CCOCC1 | -13% | -1% | 0%
CCOC(=O)C1=C(c2ccccc2)N2CCS(=O)(=O)N=C2S1 | -7% | -5% | 1%
Cc1nc2ccc(NC(=O)c3ccccc3)cc2s1 | 16% | ? | -9%
COc1ccccc1N1CCN(S(=O)(=O)CC23CCC(CC2=O)C3(C)C)CC1 (centres undefined) | -9% | -10% | -20%
COc1ccc(S(=O)(=O)n2c(N)nc3ccccc32)cc1 | ? | ? | .
CCC(CC)NC(=O)CO/N=C/c1ccc(Cl)cc1Cl | ? | ? | -2%
CCc1ccc(Cn2ncc3c(C(=O)O)cc(C)nc32)cc1 | -4% | -13% | .
COc1ccccc1CCNC(=O)CCc1c(C)c2cc3c(C)coc3cc2oc1=O | ? | 16µM* | -5%
Cc1cc(/C=C2/NC(=O)NC2=O)c(C)n1-c1ccc(N2CCOCC2)cc1 | ? | ? | -14%
Cn1cnnc1SCC(=O)OCN1C(=O)c2ccccc2C1=O | -20% | -25% | -6%
COc1ccccc1NC(=O)COC(=O)c1ccc2c(c1)OCCO2 | ? | -13% | 2%
CCOC(=O)C1CCN(C(=O)c2ccccc2CCc2ccccc2)CC1 | ? | ? | -5%
Cc1ccc(-n2c(C)cc(C(=O)CN3CCOCC3)c2C)cc1 | -28% | -18% | -8%
Cc1nn(-c2ccc(C(=O)OC(C)C)cc2)c(C)c1[N+](=O)[O-] | 26µM* | -1% | 4%
Cc1n[nH]c(C)c1Cc1ccc(C(=O)O)cc1 | 0% | -22% | 1%
Cc1ccc(CN2CC(C(=O)N3CC(C)CC(C)C3)CC2=O)cc1 (centres undefined) | -15% | -2% | -15%
O=C(CSc1nnc(C2CC2)n1CC1CCCO1)Nc1ccccc1Cl (centres undefined) | 3% | 2% | -2%

> CCCCCNc1nc(-c2ccccc2)nc(-n2ccnc2)n1
  DT40 TDP1 no CPT: ?	TDP1 cell CPT: ?	GCN5L2 inh: -3%

> Cc1ccc(NP(=O)(Nc2ccc(C)cc2)Nc2ccc(C)cc2)cc1
  DT40 TDP1 no CPT: ?	TDP1 cell CPT: -4%	GCN5L2 inh: -3%

> Cc1ccc(-c2ccc(CCC(=O)O)n2-c2ccc(C(N)=O)cc2)cc1
  DT40 TDP1 no CPT: -15%	TDP1 cell CPT: -24%	GCN5L2 inh: -7%

> CCCC(NCC(=O)Nc1cc(S(=O)(=O)N2CCOCC2)ccc1OC)c1ccccc1 (centres undefined)
  DT40 TDP1 no CPT: 15µM*	TDP1 cell CPT: 16µM*	GCN5L2 inh: -11%

> Cc1nnc(SCC(=O)N2CCc3ccccc32)s1
  DT40 TDP1 no CPT: -9%	TDP1 cell CPT: -4%	GCN5L2 inh: -13%

> Cc1cc(C)c2c(=O)cc(C(=O)Nc3ccc(S(=O)(=O)Nc4nc(C)cc(C)n4)cc3)oc2c1
  DT40 TDP1 no CPT: ?	TDP1 cell CPT: 12%	GCN5L2 inh: 9%

> Cc1nc(Cc2nnc(SCC(=O)N3CCN(c4ccccc4)CC3)o2)cs1
  DT40 TDP1 no CPT: -1%	TDP1 cell CPT: -8%	GCN5L2 inh: -19%

> CC(C)(C)C(=O)CSc1nc2ncc(Br)cc2[nH]1
  DT40 TDP1 no CPT: -10%	TDP1 cell CPT: -7%	GCN5L2 inh: 0%

> COc1ccccc1CNc1nc2nc(C)c(Cl)c(=O)n2[nH]1
  DT40 TDP1 no CPT: 2%	TDP1 cell CPT: 1%	GCN5L2 inh: 0%

> CCOc1cccc(C2c3c(-c4cc(C)ccc4O)n[nH]c3C(=O)N2Cc2ccco2)c1 (centres undefined)
  DT40 TDP1 no CPT: ?	TDP1 cell CPT: ?	GCN5L2 inh: -17%

> COC(=O)c1c(NC(=O)c2cccnc2Cl)sc(C(=O)N(C)C)c1C
  DT40 TDP1 no CPT: -18%	TDP1 cell CPT: -2%	GCN5L2 inh: -2%

> COc1ccc(-c2nnc(SCC(=O)Nc3ccc(C(=O)O)cc3)n2-c2ccc(Cl)cc2)cc1
  DT40 TDP1 no CPT: 5%	TDP1 cell CPT: 16%	GCN5L2 inh: -10%

> C=CCNC(=O)c1ccc2c(=O)n(CCCN3CCCC3=O)c(=S)[nH]c2c1
  DT40 TDP1 no CPT: 2%	TDP1 cell CPT: 12%	GCN5L2 inh: -7%

> CCCC(=O)Nc1cc(S(=O)(=O)N(CC)CC)ccc1Cl
  DT40 TDP1 no CPT: ?	TDP1 cell CPT: -9%	GCN5L2 inh: 0%

> O=C(/C=C/NNC(=O)c1ccccc1O)c1ccccc1
  DT40 TDP1 no CPT: 16µM*	TDP1 cell CPT: ?	GCN5L2 inh: -13%

> COCCn1c(SCC(=O)Nc2ccc3c(c2)OCCO3)nnc1-c1ccncc1
  DT40 TDP1 no CPT: -7%	TDP1 cell CPT: -22%	GCN5L2 inh: -3%

> CC(C)C(NC(=O)c1ccc(C(C)(C)C)cc1)C(=O)NCC1(N(C)C)CCCCC1 (centres undefined)
  DT40 TDP1 no CPT: ?	TDP1 cell CPT: ?	GCN5L2 inh: -1%

> Cn1c(=O)[nH]c(=O)c2c1nc(Br)n2CC(O)c1ccccc1 (centres undefined)
  DT40 TDP1 no CPT: 1%	TDP1 cell CPT: 0%	GCN5L2 inh: -6%

> Cc1ccc(CCNc2ncnc(Cl)c2N)cc1
  DT40 TDP1 no CPT: 0.52µM*	TDP1 cell CPT: 0.46µM*	GCN5L2 inh: .

> Cc1cc(C)c(S(=O)(=O)N2CCCCC2)cc1N(C)S(=O)(=O)c1ccc(Cl)cc1
  DT40 TDP1 no CPT: 16µM*	TDP1 cell CPT: 23µM*	GCN5L2 inh: -2%

> CC(=O)C(Sc1nc(N(C)C)nc(N(C)C)n1)C(=O)Nc1ccccc1 (centres undefined)
  DT40 TDP1 no CPT: -19%	TDP1 cell CPT: 17%	GCN5L2 inh: 5%

> CC(=O)/C=C1\SC(CC(=O)O)C(=O)N1c1ccccc1 (centres undefined)
  DT40 TDP1 no CPT: -6%	TDP1 cell CPT: -12%	GCN5L2 inh: 0%

> CCC(C)Sc1ccc([C@H]2N[C@@](C)(C(=O)OC)[C@H]3C(=O)N(C)C(=O)[C@@H]23)cc1OC (some centres undefined)
  DT40 TDP1 no CPT: ?	TDP1 cell CPT: -35%	GCN5L2 inh: -7%

> COc1ccc(-n2c(C)cc(/C=C3\SC(=O)NC3=O)c2C)cc1
  DT40 TDP1 no CPT: 2%	TDP1 cell CPT: 7%	GCN5L2 inh: 12%

> C/C(=N/NC(=O)CN(c1ccccc1)S(=O)(=O)c1ccccc1)c1ccccc1O
  DT40 TDP1 no CPT: 9.2µM*	TDP1 cell CPT: 18µM*	GCN5L2 inh: -16%

> COc1cccc(N2CN(CCc3ccccc3)CNC2=S)c1
  DT40 TDP1 no CPT: ?	TDP1 cell CPT: 6%	GCN5L2 inh: -5%

> CN(c1ccccc1)c1nc(-n2ccnc2)nc(-n2ccnc2)n1
  DT40 TDP1 no CPT: -23%	TDP1 cell CPT: -16%	GCN5L2 inh: -11%

> CCCc1nc2c3ccccc3ccn2c1Cc1ccccc1
  DT40 TDP1 no CPT: 21µM*	TDP1 cell CPT: 18µM*	GCN5L2 inh: .
